NPR2 activator: human GC-B receptor activators, primary screen, HEK293 GC-B cells, cGMP TR-FRET, EC30 CNP; Atrial natriuretic peptide receptor 2 (Homo sapiens), P20594; 0% at EC30 CNP, 100% saturating CNP; activation, % at 10 µM; actives 0.11% (n = 370,000); AID 1920062, 2024;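 active = activation at 10 µM reaching about 35% in either raw or pattern-adjusted values, limit read from the data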
hgDAF-12 ag: H. glycines DAF-12 receptor agonists, primary screen, cell-based, luminescence, HEK293, GAL4 fusion, UAS-luciferase; HEK293 GAL4-hgDAF12 UAS-luciferase reporter, agonist luminescence; normalized to butyrate control; activation, % at 6.8 µM; actives 1.8% (n = 370,000); AID 687014, 2013;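 active = activation above a cutoff set at the mean of all screened compounds plus 3 SD, cut at about 10% in these data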;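 also: 0% = DMSO wells and 100% = sodium butyrate wells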
NPR1 activator: GC-A stimulated cGMP production enhancers – HEK293 GC-A cells, cGMP TR-FRET, EC30 ANP, primary screen; 0% at EC30 ANP, 100% saturating ANP; activation, % at 10 µM; AID 1671463, 2021; Atrial natriuretic peptide receptor 1 (Homo sapiens), P16066; actives 0.14% (n = 370,000); in the data active = activation above about 40%
Target sequence (P16066 whole entry, looked up): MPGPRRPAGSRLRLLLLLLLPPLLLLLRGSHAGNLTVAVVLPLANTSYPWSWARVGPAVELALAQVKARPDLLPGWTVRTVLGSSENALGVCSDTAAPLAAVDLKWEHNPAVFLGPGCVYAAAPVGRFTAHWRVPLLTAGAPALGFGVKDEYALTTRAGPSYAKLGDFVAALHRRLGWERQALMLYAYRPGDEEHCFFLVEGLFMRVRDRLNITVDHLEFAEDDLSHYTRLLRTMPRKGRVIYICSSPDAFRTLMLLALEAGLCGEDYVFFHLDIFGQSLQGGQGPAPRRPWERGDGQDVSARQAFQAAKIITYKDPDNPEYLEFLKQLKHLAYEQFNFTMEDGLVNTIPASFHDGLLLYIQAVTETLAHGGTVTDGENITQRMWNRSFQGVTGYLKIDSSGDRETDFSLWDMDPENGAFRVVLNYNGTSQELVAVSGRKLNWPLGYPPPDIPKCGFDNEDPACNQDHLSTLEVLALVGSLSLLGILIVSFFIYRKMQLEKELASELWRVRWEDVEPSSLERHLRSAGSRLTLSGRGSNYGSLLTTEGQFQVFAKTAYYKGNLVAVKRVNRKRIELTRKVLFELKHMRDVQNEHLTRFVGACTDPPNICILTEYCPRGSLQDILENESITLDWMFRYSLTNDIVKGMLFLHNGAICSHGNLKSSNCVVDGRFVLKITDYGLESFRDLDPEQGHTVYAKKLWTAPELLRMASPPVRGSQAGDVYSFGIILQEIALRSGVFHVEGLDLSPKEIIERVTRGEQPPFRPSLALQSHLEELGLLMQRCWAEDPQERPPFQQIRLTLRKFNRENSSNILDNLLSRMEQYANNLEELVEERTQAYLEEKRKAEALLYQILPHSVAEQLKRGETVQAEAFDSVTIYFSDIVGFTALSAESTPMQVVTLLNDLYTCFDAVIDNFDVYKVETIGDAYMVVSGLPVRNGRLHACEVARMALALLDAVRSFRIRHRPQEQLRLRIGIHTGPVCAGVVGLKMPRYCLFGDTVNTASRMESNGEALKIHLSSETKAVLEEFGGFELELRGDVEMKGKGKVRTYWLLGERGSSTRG
sPLA2-III inh: human group III sPLA2 inhibitors, primary screen, biochemical, QFRET, BODIPY PC-A2 liposome substrate; Group 3 secretory phospholipase A2 (Homo sapiens), Q9NZ20; QFRET BODIPY PC-A2 liposome hydrolysis, fluorescence; inhibition, % at 12.2 µM; actives 0.56% (n = 370,000);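 active = inhibition above mean plus 3 SD of compounds lying within the high and low control bounds, cut at about 19% in these data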;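 also: 0% = median of test compound wells and 100% = no enzyme DMSO wells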
ssDAF-12 act: S. stercoralis DAF-12 nuclear receptor activators, primary screen, cell-based, luminescence, HEK293, GRIP1 co-expression, lit1-tk-luc. HEK293 ssDAF-12/GRIP1 lit1-tk-luc reporter; % of 3 µM dafachronic acid response. actives 1% (n = 370,000). AID 652126, 2013. activation, % at 6.8 µM;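 active = activation above the mean over all tested compounds plus 3 SD, cut at about 0.9% in these data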;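 also: 0% = DMSO-only wells and 100% = 3 µM delta7-dafachronic acid wells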
FXN GAA850 act: FXN promoter activators, primary screen, cell-based, luciferase luminescence, HEK293 lucGAA850. HEK293 lucGAA850 FXN promoter luciferase reporter, 24 h; percent of 10 µM SAHA response. activation, % at 6 µM. actives 0.56% (n = 360,000);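 active = activation above the average of all compounds screened plus 3 SD, cutoff fixed separately per campaign, cut at about 7.5% in these data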;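 also: 0% = DMSO wells and 100% = 10 µM SAHA wells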
DAX1 inh-1: DAX1 (NR0B1) inhibitors on StAR promoter, primary screen, cell-based, luminescence, SF-1 (NR5A1), full-length DAX-1; AID 652010, 2013; actives 1.1% (n = 370,000); HEK293T StAR-luciferase reporter, SF-1/DAX-1 repression relief; inhibition, % at 6.8 µM;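 active = inhibition above the mean over all tested compounds plus 3 SD, cut at about 3.6% in these data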;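 also: 0% = DAX-1 cells with DMSO and 100% = cells lacking DAX-1 with DMSO; higher inhibition means more luminescence from relief of DAX-1 repression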
DAX1 inh-2: DAX1 (NR0B1) inhibitors, primary screen, cell-based, HEK293, Gal4-DAX1, luciferase luminescence. Nuclear receptor subfamily 0 group B member 1 (Homo sapiens), P51843. HEK293 Gal4-DAX1 luciferase reporter. inhibition, % at 6.75 µM. actives 0.99% (n = 340,000). AID 504766, 2011;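 active = inhibition above the mean over all tested compounds plus 3 SD, cut at about 4.2% in these data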;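 also: 0% = DAX1-transfected cells with DMSO and 100% = empty-vector control cells with DMSO; inhibition shows as a rise in luminescence from relieved DAX1 repression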
SMARCA2 activ: SMARCA2 (BRM) function activators, primary screen, cell-based, luminescence, high throughput. MG213 cells, MMTV-luciferase reporter, dexamethasone, overnight. activation, % at 9.1 µM. actives 1% (n = 370,000); in the data active = activation above about 7.8%;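 also: 0% = vehicle wells and 100% = reference activator wells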
hcDAF-12 act: H. contortus DAF-12 nuclear receptor activators, primary screen, cell-based, luminescence, HEK293, lit1-tk-luc reporter. actives 1.4% (n = 370,000). HEK293 hcDAF-12 lit1-tk-luc reporter; 0% DMSO, 100% Δ7-dafachronic acid. activation, % at 6.8 µM. AID 652067, 2013;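 active = activation above the mean of all tested compounds plus 3 SD, cut at about 5.5% in these data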;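 also: 100% = response to 3 µM Δ7-dafachronic acid high control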
ADAM10 inh: human ADAM10 inhibitors, primary screen, biochemical, QFRET, HTS; Disintegrin and metalloproteinase domain-containing protein 10 (Homo sapiens), O14672; recombinant ADAM10, EDANS/DABCYL FRET peptide cleavage, 3 h; inhibition, % at 7 µM; actives 0.62% (n = 370,000);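 active = inhibition above a per-campaign cutoff equal to the mean of compounds falling between control-based bounds plus 3 SD, cut at about 20% in these data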;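 also: 0% = DMSO wells while the 100% control is not disclosed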
* = called active by the depositor.

For CC1Oc2ccccc2N(CC(=O)NCCc2ccccc2)C1=O (centres undefined) the results were NPR2 activator 0, hgDAF-12 ag 0.7, NPR1 activator 2, sPLA2-III inh 2, ssDAF-12 act -1.0, FXN GAA850 act -1.1, DAX1 inh-1 -0.5, DAX1 inh-2 2.1, SMARCA2 activ -1, hcDAF-12 act -1.4 and ADAM10 inh -4.
For C/C(=N/OC(=O)c1ccc(Br)cc1)c1ccc(C)cc1 the results were NPR2 activator 1, hgDAF-12 ag -2.4, NPR1 activator 1, sPLA2-III inh 3, ssDAF-12 act -1.0, FXN GAA850 act 2.6, DAX1 inh-1 -1.1, DAX1 inh-2 0.3, SMARCA2 activ -1, hcDAF-12 act -1.1 and ADAM10 inh 2.
CC(C)C(=O)Nc1ccc(O)c(-c2csc(N)n2)c1 was read as NPR2 activator -2, hgDAF-12 ag -1.0, NPR1 activator -5, sPLA2-III inh 17, ssDAF-12 act -1.4, FXN GAA850 act 1.4, DAX1 inh-1 0.4, DAX1 inh-2 0.0, SMARCA2 activ -3, hcDAF-12 act 1.5 and ADAM10 inh -6.
`COc1ccc(NC(=O)c2noc3c2CCC3)cc1` gave NPR2 activator 3, hgDAF-12 ag 13*, NPR1 activator -1, sPLA2-III inh 0, ssDAF-12 act 0.5, FXN GAA850 act 5.0, DAX1 inh-1 4.9*, DAX1 inh-2 0.6, SMARCA2 activ 2, hcDAF-12 act 5.0 and ADAM10 inh -2.
For Nc1c(C(=O)NCCN2CCOCC2)c2nc3ccccc3nc2n1-c1ccc2c(c1)OCO2 the results were NPR2 activator 4, hgDAF-12 ag -5.0, NPR1 activator 7, sPLA2-III inh -13, ssDAF-12 act -1.1, FXN GAA850 act -4.2, DAX1 inh-1 -1.6, DAX1 inh-2 -0.3, SMARCA2 activ 2, hcDAF-12 act 2.4 and ADAM10 inh -34.
For CC(=O)CC(=O)Nc1ccc2ccccc2c1 the results were NPR2 activator -4, hgDAF-12 ag 2.7, NPR1 activator -1, sPLA2-III inh -18, ssDAF-12 act -0.1, FXN GAA850 act -0.3, DAX1 inh-1 -0.5, DAX1 inh-2 1.7, SMARCA2 activ 0, hcDAF-12 act 1.3 and ADAM10 inh -25.
CC(=O)Nc1ccc(NC(=O)Nc2cccc(Cl)c2)cc1 was read as NPR2 activator -1, hgDAF-12 ag 3.8, NPR1 activator 1, sPLA2-III inh 6, ssDAF-12 act -0.6, FXN GAA850 act 3.4, DAX1 inh-1 0.2, DAX1 inh-2 0.4, SMARCA2 activ 0, hcDAF-12 act 1.0 and ADAM10 inh 0.
CN(C)c1nc(-c2ccc([N+](=O)[O-])cc2)cs1 was read as NPR2 activator -6, hgDAF-12 ag 4.1, NPR1 activator 1, sPLA2-III inh 3, ssDAF-12 act -0.6, FXN GAA850 act 1.8, DAX1 inh-1 -0.4, DAX1 inh-2 0.3, SMARCA2 activ 1, hcDAF-12 act 0.2 and ADAM10 inh 7.
Screening CC(C)(C)NC(=O)COC(=O)c1cc(Cl)ccc1[N+](=O)[O-] returned NPR2 activator 3, hgDAF-12 ag -0.3, NPR1 activator -1, sPLA2-III inh 7, ssDAF-12 act -1.2, FXN GAA850 act 1.2, DAX1 inh-1 -0.3, DAX1 inh-2 1.0, SMARCA2 activ 2, hcDAF-12 act -1.0 and ADAM10 inh 7.
Screening COC(=O)c1cc(S(=O)(=O)N2CCOCC2)c(N2CCOCC2)cc1N1CCOCC1 returned NPR2 activator 3, hgDAF-12 ag -1.1, NPR1 activator 0, sPLA2-III inh 5, ssDAF-12 act -1.0, FXN GAA850 act -1.8, DAX1 inh-1 0.7, DAX1 inh-2 2.1, SMARCA2 activ 1, hcDAF-12 act -0.6 and ADAM10 inh -4.
Screening CCCCNC(=O)CCCCC(=O)N/N=C/c1cccc(Cl)c1 returned NPR2 activator -4, hgDAF-12 ag -0.4, NPR1 activator -5, sPLA2-III inh 7, ssDAF-12 act -1.2, FXN GAA850 act -2.4, DAX1 inh-1 -0.1, DAX1 inh-2 -0.7, SMARCA2 activ -5, hcDAF-12 act 0.8 and ADAM10 inh 1.
Screening Cc1ccc(NC(=O)c2c([N+](=O)[O-])c(C(C)(C)C)nn2C)cc1 returned NPR2 activator 0, hgDAF-12 ag -0.4, NPR1 activator 4, sPLA2-III inh -11, ssDAF-12 act -1.3, FXN GAA850 act 0.2, DAX1 inh-1 -0.8, DAX1 inh-2 -0.7, SMARCA2 activ -2, hcDAF-12 act -2.8 and ADAM10 inh 8.
CCOC(=O)CC(NC(=O)c1ccco1)c1ccc(C)cc1 (centres undefined) was read as NPR2 activator 5, hgDAF-12 ag 1.7, NPR1 activator 2, sPLA2-III inh -2, ssDAF-12 act -0.5, FXN GAA850 act 2.5, DAX1 inh-1 -0.7, DAX1 inh-2 0.0, SMARCA2 activ -1, hcDAF-12 act -1.1 and ADAM10 inh 0.
Screening Cc1ccc(C(=O)NCC(=O)Nc2ncccc2C)s1 returned NPR2 activator 1, hgDAF-12 ag 4.9, NPR1 activator 4, sPLA2-III inh 4, ssDAF-12 act -1.1, FXN GAA850 act 2.6, DAX1 inh-1 0.7, DAX1 inh-2 -0.3, SMARCA2 activ 0, hcDAF-12 act -1.6 and ADAM10 inh -2.
For Clc1ccc(-c2ncc3ccccn23)c(Cl)c1 the results were NPR2 activator 1, hgDAF-12 ag 1.2, NPR1 activator 0, sPLA2-III inh 0, ssDAF-12 act -2.2, FXN GAA850 act 2.2, DAX1 inh-1 -0.1, DAX1 inh-2 -0.6, SMARCA2 activ 0, hcDAF-12 act 0.0 and ADAM10 inh -33.

The final 2 records of the section before are carried over, then new ones follow.
Screening Cc1ccc(C(=O)NCC(=O)Nc2ncccc2C)s1 returned NPR2 activator 1, hgDAF-12 ag 4.9, NPR1 activator 4, sPLA2-III inh 4, ssDAF-12 act -1.1, FXN GAA850 act 2.6, DAX1 inh-1 0.7, DAX1 inh-2 -0.3, SMARCA2 activ 0, hcDAF-12 act -1.6 and ADAM10 inh -2.
For Clc1ccc(-c2ncc3ccccn23)c(Cl)c1 the results were NPR2 activator 1, hgDAF-12 ag 1.2, NPR1 activator 0, sPLA2-III inh 0, ssDAF-12 act -2.2, FXN GAA850 act 2.2, DAX1 inh-1 -0.1, DAX1 inh-2 -0.6, SMARCA2 activ 0, hcDAF-12 act 0.0 and ADAM10 inh -33.
`COc1ccc(NC(=S)N2CCc3ccccc3C2)cc1OC` gave NPR2 activator 2, hgDAF-12 ag 0.5, NPR1 activator -1, sPLA2-III inh 9, ssDAF-12 act -1.3, FXN GAA850 act 2.0, DAX1 inh-1 1.0, DAX1 inh-2 0.8, SMARCA2 activ -3, hcDAF-12 act -0.5 and ADAM10 inh -9.
CC(C)C(c1nnnn1Cc1ccccc1)N(Cc1ccco1)Cc1cccs1 (centres undefined) was read as NPR2 activator -5, hgDAF-12 ag -0.5, NPR1 activator -5, sPLA2-III inh -1, ssDAF-12 act -1.2, FXN GAA850 act -4.3, DAX1 inh-1 -0.7, DAX1 inh-2 -0.5, SMARCA2 activ -4, hcDAF-12 act 1.1 and ADAM10 inh -3.
`Cc1nc2c(sc3nc(N4CCOCC4)c4c(c32)CC(C)(C)OC4)c(-c2ccc(Cl)cc2)c1C(=O)O` gave NPR2 activator -10, hgDAF-12 ag -0.4, NPR1 activator 1, sPLA2-III inh -3, ssDAF-12 act -1.3, FXN GAA850 act 0.3, DAX1 inh-1 0.0, DAX1 inh-2 -1.4, SMARCA2 activ 8.4*, hcDAF-12 act -0.7 and ADAM10 inh -11.
Screening CCc1nc2c(OCC=C(C)C)cccn2c1N(C)C(=O)c1ccccc1F returned NPR2 activator -4, hgDAF-12 ag -2.4, NPR1 activator 8, sPLA2-III inh 4, ssDAF-12 act -1.2, FXN GAA850 act -0.3, DAX1 inh-1 -2.0, SMARCA2 activ -4, hcDAF-12 act -0.1 and ADAM10 inh -10.
Screening COc1ccc(C2CCCN2C(=O)Nc2ccc(C)c(C)c2)cc1OC (centres undefined) returned NPR2 activator -3, hgDAF-12 ag -4.2, NPR1 activator 23, sPLA2-III inh -5, ssDAF-12 act -1.2, FXN GAA850 act 1.6, DAX1 inh-1 -2.3, DAX1 inh-2 -0.6, SMARCA2 activ -3, hcDAF-12 act -3.8 and ADAM10 inh -3.
`COc1ccc(C)cc1NS(=O)(=O)c1cc(C)ccc1C` gave NPR2 activator -7, hgDAF-12 ag -0.9, NPR1 activator -9, sPLA2-III inh -11, ssDAF-12 act -1.5, FXN GAA850 act 0.1, DAX1 inh-1 0.2, DAX1 inh-2 -1.5, SMARCA2 activ -2, hcDAF-12 act -2.4 and ADAM10 inh 10.
Screening N/C(=N\N=C\c1ccco1)SC1CC(=O)N(c2ccc(C(=O)O)cc2)C1=O (centres undefined) returned NPR2 activator -1, hgDAF-12 ag -0.5, NPR1 activator -2, sPLA2-III inh 3, ssDAF-12 act -0.5, FXN GAA850 act -0.4, DAX1 inh-1 0.3, DAX1 inh-2 3.2, SMARCA2 activ 2, hcDAF-12 act 2.8 and ADAM10 inh 0.
Screening CCc1cc(CNC(=O)c2ccc(OC3CCN(CCc4ccccc4)CC3)cc2)on1 returned NPR2 activator 2, hgDAF-12 ag -2.9, NPR1 activator -3, sPLA2-III inh -21, ssDAF-12 act -1.2, FXN GAA850 act 0.2, DAX1 inh-1 -0.2, DAX1 inh-2 0.1, SMARCA2 activ -1, hcDAF-12 act -1.2 and ADAM10 inh 4.
For COc1ccc(C2OC(=O)CC2C(=O)NCc2ccc(Cl)cc2)cc1OC (centres undefined) the results were NPR2 activator -4, hgDAF-12 ag 5.5, NPR1 activator -5, sPLA2-III inh -2, ssDAF-12 act -1.2, FXN GAA850 act 3.9, DAX1 inh-1 1.6, DAX1 inh-2 0.3, SMARCA2 activ 1, hcDAF-12 act 1.5 and ADAM10 inh -4.
Screening COc1cccc(/C=c2\sc3nc(-c4cccs4)nn3c2=O)c1OC returned NPR2 activator -3, hgDAF-12 ag 0.6, NPR1 activator 5, sPLA2-III inh 2, ssDAF-12 act -1.4, FXN GAA850 act -3.4, DAX1 inh-1 0.1, DAX1 inh-2 -0.2, SMARCA2 activ 5, hcDAF-12 act 0.5 and ADAM10 inh 6.
